PrPC TRFRET = inhibitors of human cell surface prion protein PrPC, primary screen, cell-based, TR-FRET | hit rate 0.43% among 370,000 | AID 720596, 2013 | TR-FRET read-out | inhibition, % at 13.8 µM; in the data active = inhibition above about 24%; note: 0% = median of the test wells and 100% = reference compound wells
CCHF vOTU inh = CCHFV vOTU protease inhibitors, primary screen, biochemical, Pep-AMC substrate, fluorescence; Crimean-Congo hemorrhagic fever virus L polyprotein viral ovarian tumor (vOTU) protease …; inhibition, % at 11.5 µM; hit rate 0.55% among 370,000; AID 651958, 2012; in the data active = inhibition above about 30%; note: 0% = vehicle wells with enzyme and 100% = no enzyme wells
3CLpro inhibitor = SARS-CoV 3CLpro protease inhibitors, primary screen, biochemical, quenched FRET. Replicase polyprotein 1ab (Severe acute respiratory syndrome coronavirus), P0C6X7. inhibition, % at 6 µM. AID 1706, 2009. recombinant SARS-CoV 3CLpro, quenched FRET peptide cleavage. hit rate 0.14% among 290,000; in the data active = inhibition above about 12%
BoNT-A LC inh2 = BoNT/A light chain protease inhibitors, primary screen, biochemical, flow cytometry, MLPCN library | inhibition, % at 10 µM | Botulinum neurotoxin type A light chain protease (Clostridium botulinum A str. ATCC 3502) | multiplex microsphere protease substrate cleavage | AID 588499, 2011 | hit rate 0.17% among 360,000; note: plate controls were buffer without enzyme for full effect and enzyme alone for no effect
Anthrax LF inh2 = Bacillus anthracis LF protease inhibitors, primary screen, biochemical, multiplex microsphere, MLPCN library. hit rate 0.12% among 360,000. Lethal factor (Bacillus anthracis), P15917. inhibition, % at 10 µM. multiplex microsphere protease cleavage assay; note: plate controls were buffer without enzyme for full effect and enzyme alone for no effect
Target sequence (P15917 whole entry, looked up): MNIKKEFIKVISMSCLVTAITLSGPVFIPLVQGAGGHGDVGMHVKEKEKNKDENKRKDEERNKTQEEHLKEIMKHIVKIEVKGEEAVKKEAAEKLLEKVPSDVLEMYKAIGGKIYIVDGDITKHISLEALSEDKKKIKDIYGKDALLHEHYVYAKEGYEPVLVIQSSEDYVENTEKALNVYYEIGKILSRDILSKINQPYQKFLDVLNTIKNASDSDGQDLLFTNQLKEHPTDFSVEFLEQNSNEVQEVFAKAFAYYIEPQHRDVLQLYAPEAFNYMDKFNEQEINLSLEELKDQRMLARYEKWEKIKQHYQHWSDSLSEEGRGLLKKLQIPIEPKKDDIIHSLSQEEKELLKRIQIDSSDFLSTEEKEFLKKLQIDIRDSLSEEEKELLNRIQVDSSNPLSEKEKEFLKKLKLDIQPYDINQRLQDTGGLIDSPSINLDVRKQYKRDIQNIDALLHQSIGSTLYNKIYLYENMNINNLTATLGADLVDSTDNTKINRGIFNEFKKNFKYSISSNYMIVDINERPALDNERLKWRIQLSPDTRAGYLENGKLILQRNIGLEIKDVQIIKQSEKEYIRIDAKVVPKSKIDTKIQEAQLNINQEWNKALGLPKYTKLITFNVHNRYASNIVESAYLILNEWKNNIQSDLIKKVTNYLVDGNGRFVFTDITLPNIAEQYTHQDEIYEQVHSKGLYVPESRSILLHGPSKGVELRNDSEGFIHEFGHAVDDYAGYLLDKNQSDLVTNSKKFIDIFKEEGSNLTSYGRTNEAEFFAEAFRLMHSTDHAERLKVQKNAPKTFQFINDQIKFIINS
MazEF act = activators of E. coli MazEF toxin-antitoxin RNase, primary screen, biochemical, fluorescence, uHTS. hit rate 0.32% among 350,000. FAM/BHQ RNA-DNA oligo cleavage fluorescence, 5 h. activation, % at 20 µM; in the data active = activation above about 50%
Target sequence (P0AE70 whole entry, looked up): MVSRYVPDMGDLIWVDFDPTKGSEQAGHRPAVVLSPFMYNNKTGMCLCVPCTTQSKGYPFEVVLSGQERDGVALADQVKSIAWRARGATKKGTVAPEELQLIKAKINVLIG
Rv3671c inh = Rv3671c serine protease inhibitors, primary screen, biochemical, fluorescence polarization, M. tuberculosis H37Rv | P9WHR9 | inhibition, % at 5.96 µM | hit rate 0.048% among 320,000; in the data active = inhibition above about 38%;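 note: extracellular domain of Rv3671c used as enzyme; 0% = enzyme with DMSO and 100% = no enzyme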
PriA SSB inh = inhibitors of Klebsiella pneumoniae PriA binding to SSB C-terminal tail, primary screen, biochemical, AlphaScreen; AID 1272365, 2023; hit rate 0.6% among 430,000; AlphaScreen SSBct-PriA binding, biotinylated peptide; inhibition, % at 33 µM; in the data active = inhibition mostly above about 37%, no sharp cut-off; inactive = mostly below about 20%;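 note: plate controls were negative control peptide for no effect and reference peptide for full effect; strong numbers were not always called active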
DUSP3 inh = VHR1 phosphatase inhibitors, primary screen, biochemical, absorbance, uHTS | inhibition, % at 13.3 µM | recombinant VHR phosphatase, pNPP absorbance | hit rate 0.52% among 290,000 | Dual specificity protein phosphatase 3 (Homo sapiens), P51452; in the data active = inhibition above about 50%; note: some compounds called inactive have numbers as strong as hits
BoNT-F LC inh = BoNT/F light chain protease inhibitors, primary screen, biochemical, flow cytometry, MLPCN library | AID 588497, 2011 | hit rate 0.22% among 360,000 | Multiplex microsphere protease cleavage assay | Botulinum neurotoxin type F light chain protease (Clostridium botulinum) | inhibition, % at 10 µM; in the data active = inhibition above about 35%, passing the limit was not always enough; inconclusive = no clear call, values can overlap the other calls; note: plate controls were buffer without enzyme for full effect and enzyme alone for no effect
An asterisk follows results filed as active; i = inactive; ? = inconclusive; . = no result given; & = joins results of further samples. Cut-off read from the data, not from the text of the source, unless noted: active = inhibition above about 30%; inconclusive = no clear call, values can overlap the other calls; inactive = below that.

structure,PrPC TRFRET,CCHF vOTU inh,3CLpro inhibitor,BoNT-A LC inh2,Anthrax LF inh2,MazEF act,Rv3671c inh,PriA SSB inh,DUSP3 inh,BoNT-F LC inh
Cc1ccc(CN2CCC(c3nc4ccc(Cl)cc4[nH]3)CC2)cc1,3,-16,1,7.9,5,1,9,-6,22,-6
COc1ccc(OC)c(S(=O)(=O)N2CCC(C(=O)Nc3cccc(C(F)(F)F)c3)CC2)c1,-1,16,1,-0.3,-1,9,-13,-12,-1,3
Cc1ccc(NC(=O)COc2ccc(/C=C3/NC(=O)NC3=O)cc2)cc1,-3,14,0,-0.5,-1,-24,-64,1,18,-1
c1ccc(-c2cnnc3ccccc23)cc1,-15,15,.,0.0,5,1,1,0,.,-9
CN(C)S(=O)(=O)c1ccc2c(c1)C(=NNC(N)=O)c1cc(S(=O)(=O)N(C)C)ccc1-2,-7,-3,-5,-3.2,-16,20,.,0,12,-18
CCSc1nnc(-c2ccccc2N)c(=O)[nH]1,.,.,-11,-0.1,-4,-5,0,-9,2,-1
COCc1cc(CN2CCCC(C(=O)Nc3ccc(-c4ccco4)cc3)C2)ccc1OC (centres undefined),1,11,5,-0.2,3,-4,-8,13,36,2
O=C(O)CC1SC(=Nc2ccccc2)N(c2ccccc2)C1=O (centres undefined),9,-4,-4,-0.7,-5,-4,3,-3&-15,22,4
Cc1cc(F)ccc1S(=O)(=O)Nc1c(C)n(C)n(-c2ccccc2)c1=O,8,-4,-6,-0.6,-9,5,-8,-21,17,-6
O=C(c1cccc(S(=O)(=O)N2CCCC2)c1)N1CCN(c2ccccc2)CC1,12,-7,-5,-1.5,-1,1,-6,3,9,-2
COc1ccccc1CNC(=O)[C@H](CCSC)NC(=O)[C@@H]1Cc2ccccc2CN1,-2,-5,-1,-0.2,-1,-16,-2,-3,-7,0
CN(C(=O)COC(=O)c1ccccc1OCc1ccc(F)cc1)C1CCS(=O)(=O)C1 (centres undefined),-1,0,.,-0.7,-1,5,4,-13,.,0
COc1cccc(C(=O)NCC2(c3ccccc3)CCCC2)c1OC,6,-1,0,2.8,5,3,2,-24,9,?
COc1ccccc1CNC(=O)C1CCCN(S(=O)(=O)c2cccc3cccnc23)C1 (centres undefined),-7,0,-4,-0.3,-5,4,-3,1,19,-2
CCOC(=O)Nc1ccc2c(c1)N(C(=O)OCCN(C)C)c1ccccc1CC2,-9&-11,-3&-2,-1&0,0.5&0.1,3&3,0&13,4&-2,-4,-10&12,-5&-8
Cc1cc(F)ccc1NC(=O)c1cc(S(=O)(=O)N2CCc3ccccc32)cn1C,2,-1,3,-0.2,-9,-3,-2,-10,2,-4
CC(C)c1nnc(NC(=O)c2cc3ccccc3o2)s1,2,-2,0,1.9,10,-8,1,7,-3,3
CC(C)c1ccc(N=Cc2c(O)n(C3CC3)c(=S)[nH]c2=O)cc1,0,-5,0,?,-16,-17,5,-10,5,?
Cc1cc(SC(C)C(=O)O)nc2ccccc12 (centres undefined),46*,-2,2,-0.5,1,3,2,-8,20,-5
O=C(Nc1ccc(Cl)c(-c2nc3ccccc3[nH]2)c1)c1cccnc1,-3,-2,-6,-0.6,0,4,-22,1,19,-8

Carrying on.
structure,PrPC TRFRET,CCHF vOTU inh,3CLpro inhibitor,BoNT-A LC inh2,Anthrax LF inh2,MazEF act,Rv3671c inh,PriA SSB inh,DUSP3 inh,BoNT-F LC inh
CC(=O)Oc1ccccc1C(=O)OCCN=C1NS(=O)(=O)c2ccccc21,-7,4,2,0.1,-6,6,-3,1,-30,16
CCOc1ccc(N(CC(=O)OC)S(=O)(=O)c2ccc3c(c2)n(C)c(=O)c(=O)n3C)cc1,4,-3,-4,0.0,2,17,-4,-7,-6,-3
S=c1[nH]nc(Cc2ccc(Cl)cc2)o1,-5,14,1,1.2,-1,-1,-5,-16,13,1
CCOC(=O)c1c(/N=C/C2C(=O)NC(=S)NC2=O)sc2c1CCC2,.,.,3,0.1,-5,-67,-2,.,16,7
N/C(Cc1cccc2ccccc12)=N\OC(=O)c1ccc2c(c1)OCO2,-13,-8,3,0.2,0,-3,-7,.,31,4
CN1C(c2ccc(F)cc2)=CS/C1=C(/C#N)c1nnc(N2CCOCC2)n1-c1ccccc1,3,-2,0,-1.4,0,-5,4,-4,9,-8
O=C(Cn1c(=O)n(-c2ccccc2)c(=O)n1CC(=O)N1CCCCC1)N1CCCCC1,-4,1,4,1.1,-1,3,3,-9,25,15
COc1ccc(CSCC(=O)Nc2ccccc2SC)cc1,0,-1,1,1.1,1,-8,-7,-21,-5,4
COc1cccc(-c2nnn(CCc3nn[nH]n3)n2)c1,-1,-13,-1,-0.8,3,0,2,-16,13,-10
O=C1CC(NCc2ccncc2)C(=O)N1c1ccccc1 (centres undefined),1,35*,-4,0.8,0,-7,2,-14,-16,-6
COc1ccccc1NC(=O)CSc1nc(C)c2c(c1C#N)CCCC2,6,3,5,-1.9,-1,-14,-2,4,7,-2
Cc1cc(=O)oc2cc(OCC(=O)N3CCN(C(=O)C4COc5ccccc5O4)CC3)ccc12 (centres undefined),-4,-5,9,-0.2,0,11,8,-8,-9,4
COc1ccccc1CNC(=O)C(=O)Nc1ccc(C(=O)N2CCC(C)CC2)cc1,3,-3,6,1.2,-3,-1,-4,5,31,3
O=C(Cn1c(=O)[nH]c2ccccc2c1=O)N1CCN(Cc2ccc3c(c2)OCO3)CC1,2,11,3,-0.4,-1,14,-3,-6,7,4
Oc1ccccc1C(=S)N1CCN(c2cccc(Cl)c2)CC1,4,0,3,-0.8,-4,3,0,6,-19,-1
COc1ccc(/C=C/C(=O)c2cc(F)ccc2OC(=O)c2ccccc2OC)cc1OC,2,4,0,2.5,0,0,.,3,25,0
COc1ccc(/C=N/NC(=O)CCn2nnc3ccccc32)cc1,2,-10,1,-3.2,2,-1,0,i,6,?
COC(=O)c1[nH]c2ccccc2c1NS(=O)(=O)c1ccc(F)c(C)c1,8,3,4,-0.4,-3,1,-5,-10,14,-2
O=C(NCc1cccs1)C1Cc2c(-c3ccc(Cl)cc3)ccnc2O1 (centres undefined),11,9,.,0.0,0,.,.,.,.,0
O=c1[nH]c(=O)n(Cc2ccc(F)cc2)c(O)c1C=NCCCn1ccnc1,0,11,4,-0.6,-6,-2,1,-1,33,0

In a second layout: results already given
Values in the order: PrPC TRFRET, CCHF vOTU inh, 3CLpro inhibitor, BoNT-A LC inh2, Anthrax LF inh2, MazEF act, Rv3671c inh, PriA SSB inh, DUSP3 inh, BoNT-F LC inh
O=C(Cn1c(=O)[nH]c2ccccc2c1=O)N1CCN(Cc2ccc3c(c2)OCO3)CC1
  2, 11, 3, -0.4, -1, 14, -3, -6, 7, 4
Oc1ccccc1C(=S)N1CCN(c2cccc(Cl)c2)CC1
  4, 0, 3, -0.8, -4, 3, 0, 6, -19, -1
COc1ccc(/C=C/C(=O)c2cc(F)ccc2OC(=O)c2ccccc2OC)cc1OC
  2, 4, 0, 2.5, 0, 0, ., 3, 25, 0
COc1ccc(/C=N/NC(=O)CCn2nnc3ccccc32)cc1
  2, -10, 1, -3.2, 2, -1, 0, i, 6, ?
COC(=O)c1[nH]c2ccccc2c1NS(=O)(=O)c1ccc(F)c(C)c1
  8, 3, 4, -0.4, -3, 1, -5, -10, 14, -2

(next part)
structure,PrPC TRFRET,CCHF vOTU inh,3CLpro inhibitor,BoNT-A LC inh2,Anthrax LF inh2,MazEF act,Rv3671c inh,PriA SSB inh,DUSP3 inh,BoNT-F LC inh
O=C1CN(C(=O)NCC(=O)N[C@@H](C(=O)O)c2ccccc2)c2ccccc2N1,5,4,7,2.1,-1,0,-6,-1,11,7
O=C(CN(C(=O)c1csnn1)c1ccccc1C(F)(F)F)NCc1ccccc1,5,8,4,-1.9,-4,6,6,3,11,-16
Cc1cn([C@H]2C[C@H](O)[C@@H](CNS(=O)(=O)N3CCCC3)O2)c(=O)[nH]c1=O,-3,-2,.,-0.2,2,2,.,.,.,-3
CCOc1ccc(C2Nc3ccccc3NC3=C2C(=O)CC(C)(C)C3)cc1OC (centres undefined),0,10,0,-2.0,3,7,-6,-7,-19,4
CNS(=O)(=O)c1cccc(C(=O)OCC(=O)Nc2ccccc2OC(F)F)c1,5,-4,-2,0.7,2,3,-1,-7,-5,17
Cc1ccc(C(=O)N2CCN(c3ncnc4c(C)csc34)CC2)cc1,6,8,2,.,.,4,-12,-9,19,.
O=C(O)/C=C/c1ccc2c(c1)OCCO2,12,2,6,0.1,-3,12,2,-13,3,1
CCOC(=O)Cn1c(C)c(Br)c(=O)c2cccc(C)c21,4,16,-2,0.9,-6,-2,-6,6,7,11
COc1ccc(CN2CCNC(=O)C2CC(=O)N(C)Cc2nccs2)cc1OC (centres undefined),-3,-9,4,1.3,0,0,1,-1,41,5
CC1(C)CC(CCNCc2ccc3c(c2)OCO3)(Cc2ccccc2)CCO1 (centres undefined),-1,6,-2,-1.1,-10,13,6,2,-5,-6
CCCOC(=O)c1ccc(OCC(O)Cn2c(C)nc3ccccc32)cc1 (centres undefined),9,10,-8,-0.2,-2,11,.,-4,28,2
Cc1cccc(NC(=O)CCN2C(=O)C3C4C=CC(C4)C3C2=O)n1 (centres undefined),-4,-2,-7,0.0,0,-6,-4,-14,-11,5
Cc1ccc(N2C(=O)NC(=O)/C(=C\c3cc(C)n(-c4cc(C(=O)O)cc(C(=O)O)c4)c3C)C2=O)cc1,10,11,0,-1.1,-6,-21,4,8,2,-5
CCc1c(C)nc2c(OC)cccc2c1Cl,1,-8,0,-0.2,-2,2,-2,7,1,-9
CC(NC(=O)c1ccc(Br)cc1)C(=O)NC1=NCCS1 (centres undefined),-1,-7,-7,-1.6,0,-1,6,-10,-10,-6

This is a subset, so the mix of outcomes need not match the whole.
